Assay outcomes: PubChem BioAssay, National Center for Advancing Translational Sciences (NCATS)
Casp7 inh: blocks human caspase-7 allosterically or competitively | actives 0.02% (n = 75,000) | recombinant caspase-7, Ac-DEVD-AFC fluorescence rate | Potency, µM (series often up to 57.5 µM), without a hit: at the top dose activity change, negative = inhibition, actives largely listed as inhibitors | AID 889; active = well fitted inhibition curve with a large enough effect in the main read-out, with a control signal flat, not every such curve was filed as active; inconclusive = small, poorly fitted or top-dose-only effect, or a change in a side signal; note: potency is the fitted concentration of half-maximal effect; % of control where 0% means no effect
Tau fil binding: binders of human tau filaments; Potency, µM (highest dose often 57.1 µM), inactives show top-dose activity change, negative = inhibition; actives 2% (n = 71,000); recombinant tau filaments, thioflavin S fluorescence, 15 h; filaments grown with octadecylsulfate alongside compound; P10636;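 note: potency is the fitted concentration of half-maximal effect; % is set by controls: 0 for no effect and ±100 for the full control effect; actives lower thioflavin S fluorescence by blocking filaments or displacing dye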
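Thioflavine S fluorescence (ex 450, em 510 nm) reports filaments formed from 1 uM human tau plus 30 uM ODS over 15 h at 37 C (10 mM HEPES pH 7.4, 100 mM NaCl, 5 mM DTT); compounds displacing dye or blocking filaments lower signal.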
TexasRed autofl: compound fluoresces in the Texas Red spectral region. Compound fluorescence, Texas Red channel, 547/618 nm; stronger effect = higher value. max dye-equivalent concentration, M. actives 0.06% (n = 59,000); in the data active = max dye-equivalent concentration above about 10 nM; inconclusive = between about 1.1 nM and that limit
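Compound titrations in 100 mM Tris pH 8.0 were incubated 15 min at room temperature and read at 547 nm excitation / 618 nm emission. Texas Red six-point standard curve on each plate converted fluorescence to dye-equivalent concentration.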
A350 fluor: A350 region autofluorescence | Compound autofluorescence, 340/450 nm, Alexa 350 dye-equivalents; stronger effect = higher value | AID 590 | max dye-equivalent concentration, M | actives 11% (n = 59,000); in the data active = max dye-equivalent concentration above about 10 nM; inconclusive = mostly about 1.1 nM to 9.6 nM
4-MU autofl: 4-MU region autofluorescence. max dye-equivalent concentration, M. actives 11% (n = 59,000). compound autofluorescence, 340/450 nm, 4-MU equivalents; stronger effect = higher value; in the data active = max dye-equivalent concentration above about 10 nM; inconclusive = mostly about 1.1 nM to 9.6 nM
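Compounds in 100 mM Tris, pH 8.0, incubated 15 min at room temperature, then fluorescence read at 340 nm excitation/450 nm emission. Signal converted to 4-MU dye-equivalent concentration using an on-plate six-point 4-MU standard curve.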
ERK AVP inh: inhibitors of vasopressin-stimulated ERK signaling pathway. HEK293-V1b, vasopressin-stimulated pERK AlphaScreen. Potency, µM (highest dose often 57.5 µM), for inactives: top-dose activity, negative = inhibition, most hits filed as inhibitors. actives 0.99% (n = 72,000). AID 995; note: potency is the fitted concentration of half-maximal effect; % is set by controls: 0 for no effect and ±100 for the full control effect; nearly all actives have a fitted effect of over 55% in size
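V1b-HEK293 cells; cpd 30 min 37C; 25 nM vasopressin 5 min; lyse 10 min; AlphaScreen beads 5 hr RT. Normalized to DMSO basal and 25 nM vasopressin; AC50 by Hill fit.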
HEK293 cAMP ctrl: counter-screen for TSHR agonists: cAMP increase in parental HEK293; AID 938; parental HEK293 CNG cAMP sensor, membrane potential fluorescence; actives 2.5% (n = 73,000); Potency, µM (series often up to 57.1 µM), without a hit: at the highest dose activation, hits mostly activators; note: potency is the fitted concentration of half-maximal effect; % of control where 0% means no effect; nearly all actives have a fitted effect of over 55% in size
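Parental HEK 293 cells stably expressing a modified CNG channel (no TSHR) report cAMP rise as membrane depolarization. Membrane potential dye with 100 uM RO 20-1724 was loaded for 60 min at room temperature, then compound added for 30 min; fluorescence read at 590 nm.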
Fluorescein autfl: fluorescein region autofluorescence; max fluorescein-equivalent concentration, M; actives 0.91% (n = 59,000); Compound autofluorescence, 480/540 nm, fluorescein-equivalent; stronger effect = higher value; in the data active = max fluorescein-equivalent concentration above about 10 nM; inconclusive = between about 1.1 nM and that limit
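Read-out is intrinsic compound fluorescence at 480/540 nm (excitation/emission), expressed as dye-equivalent concentration using a fluorescein standard series run on every plate. Compounds sat 15 min at room temperature in 100 mM Tris, pH 8.0.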
Rhodamine autofl: compound autofluorescence in rhodamine spectral region; Rhodamine-region fluorescence, 547/598 nm, Tris buffer; stronger effect = higher value; max dye-equivalent concentration, M; actives 0.05% (n = 59,000); AID 594; in the data active = max dye-equivalent concentration above about 11 nM; inconclusive = between about 1.1 nM and that limit
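Compounds in 100 mM Tris buffer, pH 8.0, were incubated 15 min at room temperature, then read at 547 nm excitation and 598 nm emission. Fluorescence was normalized against a per-plate six-point rhodamine standard curve as dye-equivalent concentration.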
Luciferase inh: firefly luciferase inhibition. P08659. purified firefly luciferase, luminescence, 8 min. Potency, µM (highest dose often 57.1 µM), inactives show at the highest dose activity change, negative = inhibition, most hits filed as inhibitors. AID 411. actives 2.2% (n = 72,000); note: potency is the fitted concentration of half-maximal effect; % is set by controls: 0 for no effect and ±100 for the full control effect; nearly all actives have a fitted effect of over 40% in size
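Inhibition of light generation by firefly luciferase from ATP and luciferin was profiled with concentration-response curves per sample, ATP held at 10 uM within the enzyme's linear range. Plates were read by luminescence after an 8-minute ambient incubation.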
Casp1 inh: allosteric or competitive inhibitors of human caspase-1; P29466; Caspase-1 enzyme, Ac-WEHD-AFC fluorogenic rate; Potency, µM (titrated, usually from 57.5 µM), inactives show top-dose activity change, negative = inhibition, hits mostly inhibitors; actives 0.03% (n = 75,000); AID 900;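 note: potency is the fitted concentration of half-maximal effect; plate controls were vehicle for no effect and no substrate for full effect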
* marks the source's active call; other numbers are inactive results; i = inactive; ? = inconclusive; . = no result given; [ ] = another dose, or the depositor's remark. Unless noted, calls come from the whole dose curve; as a rule, active = well fitted curve in the direction sought with a large enough effect; inconclusive = small, poorly fitted or top-dose-only effect, or another doubt; inactive = no such curve, though single readings can be large; an effect the other way counts as inactive or inconclusive.

Below each compound: Casp7 inh | A350 fluor | 4-MU autofl | HEK293 cAMP ctrl | TexasRed autofl | Rhodamine autofl | Luciferase inh | Casp1 inh | ERK AVP inh | Fluorescein autfl | Tau fil binding
> CCCCCCn1cnc2c(c1=O)c1nc3ccccc3nc1n2Cc1cccs1
 : -1% | 1.9e-07M* | 1.5e-07M* | 21% | i | i | 1% | -1% | -6% | i | -18%
> CCOC(=O)N1CCN(c2ccc(C(=O)c3cccc(F)c3)cc2)CC1
 : -21% | i | i | 20µM* | i | i | -5% | ? | 15% | i | -5%
> CC(=O)Nc1ccc(C(=O)CSc2nc3ccccc3n2CC(=O)N2CCCC2)cc1
 : 2% | i | i | 13% | i | i | 1% | -2% | -29% | i | 4%
> Cc1c(N=CC=Nc2c(C)n(C)n(-c3ccccc3)c2=O)c(=O)n(-c2ccccc2)n1C
 : 0% | . | . | -2%[11.4 µM] | . | . | 3% | -1% | -11% | . | -4%[11.4 µM]
> CCOC(=O)N1CCN(C(=O)Cn2ncc3ccccc32)CC1
 : -7% | . | . | ? | . | . | -3% | -1% | 4% | . | -7%
> Cn1c(CCNC(=O)OC(C)(C)C)n[nH]c1=S
 : 0% | i | i | 6% | i | i | 4% | 0% | 0% | i | -5%
> O=C(NC1CCCCC1)c1noc2c1CCCCC2
 : 1% | i | i | 15% | ? | i | 20µM* | 1% | 12% | i | 8%
> CCOc1ccc(Cc2nc(-c3nonc3N)no2)cc1OCC
 : 1% | i | i | 30% | i | i | 1% | 0% | 20% | i | 0%
> CCOc1cc(-c2noc(-c3cccnc3)n2)ccc1OC
 : 1% | i | i | -5% | i | i | -1% | -1% | -22% | i | 18%
> Cc1occc1-c1nnc(SCC(=O)Nc2ccc3c(c2)OCO3)n1CC1CCCO1 (stereo not given)
 : 2% | i | i | 0% | ? | i | 0% | 1% | 0% | ? | -3%
> CC(=O)Nc1nc(SCCCc2ccccc2)n[nH]1
 : -1% | i | i | 8% | i | i | -1% | 0% | 9% | i | 0%
> CCCS(=O)(=O)N1CCCC(C(=O)NCCN2CCC(Cc3ccccc3)CC2)C1 (stereo not given)
 : 3% | i | i | 19% | i | i | 4% | 2% | 8% | i | -7%
> Cc1ccc(NC(=O)CN(C)S(=O)(=O)c2cccc3nsnc23)cc1
 : -1% | i | i | 6% | i | i | -7% | 0% | 0% | i | -20%
> CCOC(=O)N1CCC(NS(=O)(=O)c2cc(Br)cnc2N)CC1
 : 1% | ? | ? | 2% | i | i | 1% | 1% | 10% | i | 8%
> O=C(Cc1ccccc1)N1CCC(c2nc(-c3ccc(F)cc3)no2)CC1
 : -1% | i | i | ? | i | i | 7% | -1% | 20µM* | i | 10%
> C/C(Cl)=C/CCl
 : -4% | . | . | 28% | . | . | . | 0% | 14% | . | 5%
> COc1ccc(C)cc1S(=O)(=O)N1CCC(C)CC1
 : 0% | i | i | ? | i | i | 0% | -4% | ? | i | 3%
> CCOC(=O)N1CCN(C(=O)c2c(-c3ccccc3)noc2C)CC1
 : 0% | . | . | 6% | . | . | 2% | 3% | 1% | . | -18%
> CC(C)(C#N)NC(=O)c1ccco1
 : 3% | i | i | 1% | ? | i | 2% | -2% | 8% | i | 12%
> CCc1nnc(NC(=O)CSc2nnnn2-c2cccc(C(=O)OC)c2)s1
 : 0% | i | i | -4% | i | i | 3% | 2% | 11% | i | -18%
> CCOc1ccc(NC(=O)CN(C)c2nnnn2-c2ccccc2)cc1OCC
 : 1% | i | i | 1% | i | i | 1% | -1% | 3% | ? | -22%
> Cc1cc(=O)n2[nH]c(C)c(-c3ccc(Cl)cc3)c2n1
 : -1% | . | . | 17% | . | . | 0% | 1% | -4% | . | 68%
> CCOC(=O)C1CCN(C(=O)Nc2ccc3oc(C)nc3c2)CC1
 : 1% | i | i | 3% | i | i | 0% | 1% | 7% | i | 4%
> O=C(O)c1oc2ccccc2c1CSc1ccccn1
 : 0% | i | i | ? | i | i | 3% | -2% | -5% | i | 2%
> Cc1nc(Sc2cccn2C)c(C(F)(F)F)c(=O)[nH]1
 : . | i | i | . | i | i | 0%[25.5 µM] | . | . | ? | .
> CSc1nc(N2CCOCC2)c2ccccc2n1
 : -1% | 2.7e-08M* | 2.3e-08M* | 0% | i | i | -2% | 0% | -15% | i | -5%
> COc1ccc(S(=O)(=O)N2CCOCC2)cc1C(=O)Nc1cc(C)on1
 : -1% | ? | i | -4% | i | i | 1% | 1% | -9% | i | 5%
> CCc1nnc(NC(=O)C2CCC2)s1
 : -2% | i | i | -2% | i | i | -1% | 1% | -2% | ? | -6%
> CCCOc1ccc(/C=c2\sc3nc(-c4ccco4)nn3c2=O)cc1OCC
 : 0% | i | i | 13% | i | i | 1% | -1% | 0% | 3.2e-08M* | 4%
> CCn1c(SCC(N)=O)nnc1-c1cc2c(C)nn(-c3ccccc3)c2s1
 : -2% | i | i | 2% | ? | i | -30% | 0% | ? | i | 56%
> CCCC(=O)n1nc(-c2ccc(OC)cc2)nc1N
 : -1% | ? | ? | 7% | i | i | -1% | 0% | -24% | ? | -8%
> CN1CCN(CC(=O)C23CC4CC(CC(C4)C2)C3)CC1
 : -1% | i | i | ? | i | i | -1% | -1% | 13% | i | -4%
> CCN[C@@H]1C[C@H](C)S(=O)(=O)c2sc(S(N)(=O)=O)cc21
 : 0%[25.7 µM] | i | i | ? | i | i | 5%[25.5 µM] | 0%[25.7 µM] | -10%[25.7 µM] | ? | 12%[25.6 µM]
> Cc1nc2cc(S(=O)(=O)N(C)C)ccc2n1-c1ccccc1
 : 1% | i | i | 3% | i | i | 3% | 2% | -10% | i | 5%
> CCC(C)NC(=O)CCS(=O)(=O)c1ccc(Br)s1 (stereo not given)
 : -1% | i | i | 2% | i | i | 1% | 2% | 2% | i | 12%
> COC(=O)CNC(=O)c1c(-c2ccccc2Cl)noc1C
 : 2% | i | i | -3% | ? | i | 2% | -2% | -14% | i | 4%
> Cc1cc(C)nc(SCNC(=O)c2ccc(F)cc2)n1
 : 0% | i | i | -3% | ? | i | -2% | 1% | -3% | i | -12%
> CN1C(=O)CC2(CC(=O)N(Cc3ccccc3)C2)C1=O (stereo not given)
 : 0% | i | i | 5% | i | i | -1% | 1% | -11% | i | 3%
> Cc1nnc(N2CCN(Cc3ccccc3)CC2)[nH]c1=O
 : -3% | i | i | 1% | i | i | -1% | 0% | -10% | i | 2%
> Cc1ccc(NC(=O)N2CCC(NC(=O)c3ccccc3C)CC2)cc1
 : 0% | i | i | 2% | i | i | 0% | 1% | 5% | ? | -6%
> c1cc2c(cc1Oc1nc(N3CCOCC3)nc(N3CCOCC3)n1)OCO2
 : -1% | ? | i | 20% | i | i | 1% | 0% | -16% | ? | -1%
> CC(=NC1CCCCC1)C1=C(O)c2ccccc2C1=O
 : -2% | . | . | 25% | . | . | 7.9µM* | -2% | ? | . | 16µM*
> Cc1onc(-c2ccccc2)c1C(=O)Nc1c(C)n(C)n(-c2ccccc2)c1=O
 : 1% | . | . | 13% | . | . | 1% | 1% | -15% | . | 4%
> Cc1ccc(N2CCCn3c2nc2c3c(=O)n(CCN3CCOCC3)c(=O)n2C)cc1
 : -1% | i | i | -7% | i | i | 1% | 0% | -1% | ? | -12%
> c1ccc(C(c2ccccc2)N2CC3(CCNCC3)C2)cc1
 : 0% | i | i | 18% | i | i | 1%[11.4 µM] | -3% | -18% | i | -2%
> Clc1cc2c(c(CSC3=NCN(CC4CC4)CN3)c1)OCOC2
 : -2%[11.5 µM] | i | i | 31%[11.4 µM] | i | i | 1%[11.4 µM] | 1%[11.5 µM] | -12%[11.5 µM] | i | 18%[11.4 µM]
> CCc1nc(SCC(=O)Nc2cccc(C(F)(F)F)c2)c2c(=O)n(C)c(=O)n(C)c2n1
 : 0% | . | . | 6% | . | . | 2% | 1% | . | . | 14%
> COc1ccc(C2CC(c3ccc(Cl)c(Cl)c3)Nc3nc(N)nn32)cc1 (stereo not given)
 : -7% | . | . | -2% | . | . | -4% | -2% | 7% | . | 45%
> COc1ccc(CSc2nnnn2Cc2ccccc2)cc1OC
 : -1% | . | . | ? | . | . | -1% | -2% | -30% | . | -23%[11.4 µM]
> CS(=O)(=O)N1CCN(c2ccccc2NC(=O)Cc2ccc(Cl)cc2)CC1
 : -1% | i | i | 24% | i | i | 2% | -1% | -2% | i | -1%

(continued)
Below each compound: Casp7 inh | A350 fluor | 4-MU autofl | HEK293 cAMP ctrl | TexasRed autofl | Rhodamine autofl | Luciferase inh | Casp1 inh | ERK AVP inh | Fluorescein autfl | Tau fil binding
> Cn1c(=O)c2c(ncn2CC(=O)Nc2nc(-c3ccccc3Cl)cs2)n(C)c1=O
 : -1% | i | i | 13% | i | i | 0% | -1% | -15% | ? | 8%
> O=C(CSc1ncnc2c1oc1ccccc12)N1CCc2ccccc2C1
 : 0% | i | i | 2% | i | i | 0% | 3% | 2% | ? | 7%
> O=C(CCCc1c[nH]c2ccccc12)N1CCCCCC1
 : -1% | i | i | 21% | i | i | -4% | -1% | 22% | i | 6%
> O=C(CSc1nc(O)cc(=O)n1-c1ccccc1)NCc1ccccc1
 : -3% | . | . | 4% | . | . | -2% | -2% | -13% | . | -5%
> Cn1c(SCC2CCCCC2)nnc1-c1ccncc1
 : -1% | i | i | 17% | i | i | -3% | 2% | -2% | ? | 11%

Not all compounds are listed (hit frequency here may not be typical).
